Source: PubChem (several laboratories)
Ecoli tolC: growth inhibitors of E. coli tolC mutant, primary screen, strain BW25113 ΔtolC::kan, 384-well. actives 2.2% (n = 65,000). OD615. growth inhibition, % at 10 µM (by protocol). AID 573, 2007;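 active means growth inhibition at or above a cutoff equal to the mean over every tested compound plus 3 SD, cut at about 60% in these data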;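 further: growth measured after 20 h incubation at 37 °C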
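Test system: E. coli BW25113 ΔtolC::kan bacteria | Medium: Kanamycin-containing LB broth (50 µg/mL) | Dosing: One dose of 10 µM final | Times: 20 h incubation with compound, 37 °C | Detection: Optical density read at 615 nm | Read-out basis: Percent growth inhibition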
M1 agonist: M1 muscarinic receptor agonists, primary screen, CHO-M1 cells, Fluo-4 calcium, agonist mode | Muscarinic acetylcholine receptor M1 | Fluo-4 calcium fluorescence; stronger effect = higher value | B-score at 10 µM | actives 3% (n = 64,000);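 active means fluorescence rise, raw or as B-score row- and column-corrected plate score, outside the 99.7% band of its plate's samples, either direction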
Jurkat tox 60K: cytotoxicity toward Jurkat T cells, primary screen, cytotoxicity control, cell-based, Jurkat E6.1, 60K MLSMR library; Jurkat E6.1 viability, ATP luminescence, 48 h; inhibition, % at 4 µM; actives 1.2% (n = 56,000);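 active means inhibition above the mean inhibition of all tested compounds plus 3 SD, cut at about 28% in these data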
TNAP act mid DEA: human TNAP enzyme activators, primary screen, biochemical, luminescent, intermediate phosphate acceptor level; Alkaline phosphatase, tissue-nonspecific isozyme (Homo sapiens), P05186; purified TNAP, CDP-star luminescence, 100 mM DEA, 30 min; stronger effect = higher value; scale: 0 levamisole-inhibited, 1 vehicle-only enzyme; activation factor at 20 µM; 64,000 tested, under 10 active;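 active means activation factor of at least 2 at 20 µM, relative to controls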
Target sequence (P05186 whole entry, looked up): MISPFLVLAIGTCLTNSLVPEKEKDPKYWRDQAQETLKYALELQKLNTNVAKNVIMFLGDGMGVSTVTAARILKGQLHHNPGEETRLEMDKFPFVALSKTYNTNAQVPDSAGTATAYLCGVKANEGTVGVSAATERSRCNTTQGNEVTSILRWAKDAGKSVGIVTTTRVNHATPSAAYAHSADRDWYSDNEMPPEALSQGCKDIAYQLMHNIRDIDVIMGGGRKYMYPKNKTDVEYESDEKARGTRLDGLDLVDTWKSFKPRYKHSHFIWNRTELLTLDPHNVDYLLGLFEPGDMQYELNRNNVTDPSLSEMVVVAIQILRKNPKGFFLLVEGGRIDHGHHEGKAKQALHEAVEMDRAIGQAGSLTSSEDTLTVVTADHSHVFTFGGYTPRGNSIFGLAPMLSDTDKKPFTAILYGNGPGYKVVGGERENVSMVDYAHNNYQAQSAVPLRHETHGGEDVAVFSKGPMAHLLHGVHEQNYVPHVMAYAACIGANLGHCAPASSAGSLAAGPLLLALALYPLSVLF
D1 mod: D1 CRE-luciferase signal change, two-sided – cell-based, HEK293 D1, dopamine EC30, D1 allosteric modulator project, primary screen; D(1A) dopamine receptor (Homo sapiens), P21728; dopamine EC30 potentiation; actives deviate in either direction; B-score at 10 µM; actives 5.9% (n = 58,000); AID 641, 2007;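 active means luminescence count or its row- and column-corrected plate score outside the 99.7% band of the plate's sample wells, on either side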
Target sequence (P21728 whole entry, looked up): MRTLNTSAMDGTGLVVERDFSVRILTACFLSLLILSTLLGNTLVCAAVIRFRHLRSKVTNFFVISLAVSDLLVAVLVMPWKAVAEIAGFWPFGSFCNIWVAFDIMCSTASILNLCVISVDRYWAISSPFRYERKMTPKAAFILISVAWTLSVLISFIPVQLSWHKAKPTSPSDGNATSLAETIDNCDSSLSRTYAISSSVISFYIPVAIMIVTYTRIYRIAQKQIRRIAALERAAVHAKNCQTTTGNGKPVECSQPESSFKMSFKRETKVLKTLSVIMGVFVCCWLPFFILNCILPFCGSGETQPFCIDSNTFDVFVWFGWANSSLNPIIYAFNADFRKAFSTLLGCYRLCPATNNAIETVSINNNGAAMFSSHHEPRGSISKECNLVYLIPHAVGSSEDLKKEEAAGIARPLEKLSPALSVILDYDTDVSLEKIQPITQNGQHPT
HEK293 NFkB inh: inhibitors of PMA/ionomycin-induced NF-kB reporter, primary screen, antigen receptor NF-kB inhibitor project, cell-based, HEK-293 luciferase reporter, luminescence; HEK-293 NF-kB luciferase reporter; inhibition, % at 3 µM; actives 0.21% (n = 62,000);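 active means inhibition above the mean of all tested compounds plus 3 SD, cut at about 40% in these data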;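 further: 0% = stimulated DMSO wells and 100% = 10 µM reference inhibitor 5653914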
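Reagent: PMA plus ionomycin mix as NF-kB-activating stimulus. Assay system: NF-kB luciferase reporter HEK-293 cells. Technique: luminescence from luciferase substrate reagent. Incubation: 1 h compound pre-incubation, 16 h PMA/ionomycin at 37 °C. Benchmarks: DMSO only as uninhibited control, 10 µM reference inhibitor as full inhibition. Repeats: tested once.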
SF-1 act: activators of human SF-1, primary screen, cell-based, CHO-K1, Gal4-SF-1 LBD, luciferase luminescence; activation, % at 10 µM; Steroidogenic factor 1 (Homo sapiens), Q13285; CHO-K1 Gal4-SF-1 LBD luciferase reporter; % increase over DMSO SF-1-specific signal; actives 1.9% (n = 65,000);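 active means activation above the mean activation of all tested compounds plus 3 SD, cut at about 50% in these data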
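Test system: CHO-K1 cells with Gal4–hSF-1 LBD chimera plus Gal4-driven luciferase; Input: 4,000 cells/well; Compound: 10 µM only; Times: 20 h compound treatment, 37 °C; Measured by: steady-glow luciferase luminescence, read after 15 min reagent incubation; Measure: percent activation versus DMSO; Control set: DMSO and mock-transfected background; Replicates: one test per compound.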
M1 antag: antagonists of rat M1 muscarinic receptor | actives 3.4% (n = 64,000) | Muscarinic acetylcholine receptor M1 (Rattus norvegicus), P08482 | CHO-M1 cells, Fluo-4 calcium, ACh EC80 antagonist mode; stronger effect = lower value | AID 628, 2007 | B-score at 10 µM;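 active means calcium fluorescence response, raw or row-and-column corrected B-score, differing from the plate sample mean either way at a set confidence level, mostly lower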
NADH enzymes: inhibitors of PK/LDH coupling enzymes, profiling panel, artefact control, biochemical, MLSMR library. coupled PK/LDH NADH assays, four targets. IC50, µM (titrated, usually from 10 µM), for inactives: at the top dose inhibition. actives 0.02% (n = 65,000);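 active means single-dose screening hits from any of four coupled enzyme assays that gave an IC50 when retested across doses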;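 further: the DPM-DC format reads NADH fluorescence rather than 340 nm absorbance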
* = called active by the depositor; . = not tested or not shown; [ ] = dose if it differs, or a comment.

SMILES	Ecoli tolC	M1 agonist	Jurkat tox 60K	TNAP act mid DEA	D1 mod	HEK293 NFkB inh	SF-1 act	M1 antag	NADH enzymes
CCOC(=O)CSc1nc(C)c2cc(OC)ccc2n1	12	1.8	5	0.9	-0.047	18	-9	0.48	0%[fluoresces]
O=C(Nc1ccc(Oc2ncccn2)cc1)c1ccco1	-9	0.003	4	1	0.1	2	10	-0.42	3%
COc1cc2nc(N3CCNCC3)nc(N)c2cc1OC	0	0.58	-1	1	0.41	21	-7	-1.4*	5%[fluoresces]
NS(=O)(=O)c1ccc(CCNC(=O)CNC(=O)C2CCCCC2)cc1	-26	0.39	2	0.9	-0.47	16	-11	0.69	2%
COc1ccc(CCNC(=O)CN(c2ccc(OC)c(OC)c2)S(C)(=O)=O)cc1	-17	0.89	.	1	1.2	20	-13	-1.2	3%
COC(=O)c1[nH]c2ccc(F)cc2c1NC(=O)CCN1CCN(C(=O)c2ccco2)CC1	-10	-0.54	-1	1	-0.079	11	-19	0.37	6%
CC(=O)NC(Cc1cc(C)ccc1C)C(=O)N1CCN(C(=O)Nc2ccc(C(C)=O)cc2)CC1 (configuration not stated)	-13	0.47	8	0.9	0.14	4	0	0.028	2%
CC(C)Cn1c(N)c(C(=O)NCC2CCCO2)c2nc3ccccc3nc21 (configuration not stated)	36	0.32	2	1.1	.	8	-5	0.18	4%[fluoresces]
Cn1c(=O)c2c([nH]c(=O)n2C)n(C)c1=O	-5	-0.068	-1	1	-0.38	4	0	-0.056	4%
CCOC(=O)Nc1cc(OCC)c(NC(=O)C2CC2)cc1OCC	9	-0.065	-6	0.9	-0.77	5	13	-0.46	3%
O=C(c1cccc(C(F)(F)F)c1)N1CCN(C2CCCCC2)CC1	-7	-0.29	-2	0.9	-0.62	0	0	-0.15	3%
COc1ccc(OC)c(C(=O)CSc2nnnn2C)c1	-17	0.47	-6	1	.	11	-7	-0.43	5%
CSc1ccccc1NC(=O)c1cccs1	0	0.23	3	0.9	0.23	8	-5	-1.5	4%
O=C(CSc1ncnc2c1oc1ccccc12)Nc1ccc2c(c1)OCCO2	25	-0.34	6	.	0.81	1	-7	0.37	3%
CCOc1ccc2[nH]c(=O)c(CN(Cc3cccs3)Cc3nnnn3C(C)(C)CC)cc2c1	30	0.92	10	0.9	1.1	7	24	0.77	15%
COc1ccc(NC(=O)c2ccco2)cc1NC(=O)c1ccc(C)cc1	-19	0.23	-4	0.8	-0.52	15	-8	-0.29	9%
Clc1ccc(Cl)c(-c2ccc(/C=N/c3ncn[nH]3)o2)c1	1	-1	.	0.8	1	.	-1	0.54	3%
Cc1ccc(NC(=O)CNc2cccc(C)c2C)c(C)c1	26	0.04	4	0.8	0.32	4	-8	1.2	2%
Cc1cc(NC(=O)c2cc3ncc(Br)cn3n2)no1	-4	.	6	0.9	-0.018	16	10	.	5%
Cc1ccc(NC2c3ncccc3C(=O)N2C2CCCCC2)cc1C (configuration not stated)	14	-0.0089	-6	0.8	4.1*	6	6	-0.053	5%
CNC(=O)c1cc2ccccc2o1	7	-0.085	.	0.9	.	.	14	-0.27	0%
CC1(C)Cc2c(C#N)c(NCCc3ccccc3)nc(-c3ccco3)c2CO1	12	-0.96	.	0.9	.	.	-5	0.085	0%[fluoresces]
Cn1c(=O)c2c(ncn2CC(=O)N2CCN(c3ccc(F)cc3)CC2)n(C)c1=O	-12	0.97	-4	0.9	0.26	10	6	0.89	4%
O=P1(O)C=C(c2ccccc2)NC(c2ccccc2)=C1	-8	0.14	-4	1	-0.32	9	-5	-0.0041	2%
NC(=O)c1c(NC(=O)CSc2nnc(-c3ccccc3)n2CC2CCCO2)sc2c1CCC2 (configuration not stated)	0	.	4	0.9	.	9	4	.	6%
O=S(=O)(c1cccc2nsnc12)N1CCOCC1	-16	0.019	-4	0.9	-0.15	8	5	-0.51	4%
O=C(CSc1ncnc2ccccc12)NCCCO	-7	-0.018	6	0.8	-1	3	2	0.66	0%
N=c1ccccn1CC(O)COc1ccccc1 (configuration not stated)	-12	-0.16	-2	0.9	0.0091	8	-14	-0.24	9%
N#Cc1c(NCCO)nc(NCc2ccccc2)c2c1CCN(Cc1ccccc1)C2	7	3.3*	-3	0.9	.	16	11	-1.3	19%
CCOC(=O)CNC(=O)Cn1cnc2c(nnn2-c2ccc(C)cc2)c1=O	0	1.9	3	1	2	0	3	-1.1	7%
O=C(NCc1n[nH]c(=S)n1-c1ccccc1)c1ccc(S(=O)(=O)N2CCOCC2)cc1	-16	.	-4	0.9	.	4	22	.	12%
CC1CCCCC1NC(=O)CN1C(=O)NC(C)(c2ccc(OC(F)F)cc2)C1=O (configuration not stated)	4	-0.76	12	1	0.12	11	-10	-0.89	3%
Cc1cc(C)nc(N2CCC(C(=O)Nc3ccc4c(c3)CCC4)CC2)n1	-16	0.023	5	0.9	0.023	11	-8	0.031	12%
COc1cc(C2NC(=O)NC(C)=C2C(=O)OCc2ccccc2)ccc1O (configuration not stated)	13	0.53	-2	0.8	-0.7	0	-8	-0.34	4%
CS(=O)(=O)N(Cc1ccccc1)c1ccccc1C(=O)O	-5	-0.35	.	0.9	0.1	.	.	0.35	1%
CCn1cc(C(=O)Nc2ccc3c(c2)OCCO3)c2cc(OC)c(OC)cc2c1=O	-5	4.1*	0	1	-0.91	7	6	-0.0093	1%
COc1ccc2c(c1)C(C)=CC(C)(C)N2C(=O)C(C)N1C(=O)c2ccccc2C1=O (configuration not stated)	0	0.15	4	0.8	-0.9	7	10	0.13	3%
COc1cc(-c2nnc(CSc3nc4ccccc4s3)o2)cc(OC)c1OC	27	-0.84	2	0.9	2.9	-7	23	-0.71	6%
Nc1nc(SCc2nc3scc(-c4cccs4)c3c(=O)[nH]2)n[nH]1	8	0.49	-1	1	1	16	-8	0.94	2%
COc1c(C)cc(Br)cc1C(=O)NCc1cccnc1	-8	0.094	4	0.9	0.21	5	-7	0.012	5%
Cc1cc(C(=O)CSCc2nnc3n(CCC(C)C)c(=O)c4ccccc4n23)c(C)n1C	0	-0.37	0	0.9	0.79	19	-10	0.64	4%
CC1(C)CC(=O)c2cc(C(=O)NCc3ccco3)c(=O)n(-c3ccccc3)c2C1	5	0.18	18	0.9	-0.56	15	4	-0.073	5%
CCCNC(=O)C1=C(C)C(=O)OC12CCC(C)CC2 (configuration not stated)	-16	0.2	3	0.9	0.7	6	-1	-2.2*	1%
CCOC(=O)CCc1c(C)nc2ncnn2c1C	-15	1.1	-6	0.9	-0.078	16	2	0.035	5%
COc1ccccc1N1CCN(C(=O)c2cc3c(-c4ccc(Cl)cc4)nn(C)c3s2)CC1	15	-0.32	0	0.9	-0.36	23	-2	-1.3	6%
COc1ccc(Br)cc1-c1nc(C)c(C(C)=O)n1O	0	0.48	0	1	-0.37	4	-16	-1.5	3%
Cc1c(Br)cc(C(=O)NCc2ccco2)c(C)c1C	11	0.081	-1	0.9	-0.69	6	-6	0.054	6%
CC(Sc1nnc(-c2cc3ccccc3o2)n1-c1ccccc1)C(=O)O (configuration not stated)	17	-0.09	-9	0.8	-0.7	16	-3	0.07	2%
N#Cc1cccc(-n2nnnc2-c2ccc3c(c2)OCO3)c1	9	0.86	.	1	0.82	2	19	0.22	6%
COCCNC(=O)C(c1ccco1)N(C(=O)Cn1nnc2ccccc21)c1ccc(C)cc1C (configuration not stated)	2	.	8	0.9	.	9	-11	.	3%
COc1ccc(-c2csc(N3CCN(C(=O)c4ccco4)CC3)n2)cc1	40	1.3	3	1	.	4	-4	-0.76	1%
CCCOc1ccccc1Cn1c(=O)oc2ccc(C)cc21	73*	0.32	.	1	.	18	-12	0.53	7%
O=C(COC(=O)CCCN1C(=O)c2ccccc2C1=O)Nc1ncc(Cl)cc1Cl	3	0.52	1	0.9	-0.19	14	-8	-0.11	6%
CC(=O)c1cccc(NC(=O)N2CCCc3ccccc32)c1	-4	-0.094	-3	0.9	0.13	15	-10	0.39	1%
O=C(NCCO)C1CCN(S(=O)(=O)c2ccc(F)cc2)CC1	-16	-0.65	-4	0.9	0.038	6	-10	1	6%
CCNc1nc(NC(C)(C)C)nc(SC(C(C)=O)C(C)=O)n1	6	1.3	.	1	1.8	19	-12	-0.42	5%
O=C1c2[nH]nc(-c3ccccc3O)c2C(c2ccccc2F)N1Cc1ccco1 (configuration not stated)	100*	-0.34	18	1.4	.	-3	20	-0.024	4%

Some of the entries so far, with values under each structure.
Second line of a record: Ecoli tolC, M1 agonist, Jurkat tox 60K, TNAP act mid DEA, D1 mod, HEK293 NFkB inh, SF-1 act, M1 antag, NADH enzymes
Cc1c(Br)cc(C(=O)NCc2ccco2)c(C)c1C
 : 11, 0.081, -1, 0.9, -0.69, 6, -6, 0.054, 6%
CC(Sc1nnc(-c2cc3ccccc3o2)n1-c1ccccc1)C(=O)O (configuration not stated)
 : 17, -0.09, -9, 0.8, -0.7, 16, -3, 0.07, 2%
N#Cc1cccc(-n2nnnc2-c2ccc3c(c2)OCO3)c1
 : 9, 0.86, ., 1, 0.82, 2, 19, 0.22, 6%
COCCNC(=O)C(c1ccco1)N(C(=O)Cn1nnc2ccccc21)c1ccc(C)cc1C (configuration not stated)
 : 2, ., 8, 0.9, ., 9, -11, ., 3%
COc1ccc(-c2csc(N3CCN(C(=O)c4ccco4)CC3)n2)cc1
 : 40, 1.3, 3, 1, ., 4, -4, -0.76, 1%
CCCOc1ccccc1Cn1c(=O)oc2ccc(C)cc21
 : 73*, 0.32, ., 1, ., 18, -12, 0.53, 7%
O=C(COC(=O)CCCN1C(=O)c2ccccc2C1=O)Nc1ncc(Cl)cc1Cl
 : 3, 0.52, 1, 0.9, -0.19, 14, -8, -0.11, 6%
CC(=O)c1cccc(NC(=O)N2CCCc3ccccc32)c1
 : -4, -0.094, -3, 0.9, 0.13, 15, -10, 0.39, 1%
O=C(NCCO)C1CCN(S(=O)(=O)c2ccc(F)cc2)CC1
 : -16, -0.65, -4, 0.9, 0.038, 6, -10, 1, 6%
CCNc1nc(NC(C)(C)C)nc(SC(C(C)=O)C(C)=O)n1
 : 6, 1.3, ., 1, 1.8, 19, -12, -0.42, 5%
O=C1c2[nH]nc(-c3ccccc3O)c2C(c2ccccc2F)N1Cc1ccco1 (configuration not stated)
 : 100*, -0.34, 18, 1.4, ., -3, 20, -0.024, 4%
